High-throughput results as filed in PubChem BioAssay.
NFkB transloc pot: enhances IL-1B driven NFkB nuclear translocation. HUVEC IL-1B NFkB p65 nuclear translocation imaging. activation, % at 2 µM. 0.3% of 94,000 active;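 active = activation above 40%, about the mean plus 3 SD, also judged a hit on visual image review; inconclusive = activation above 40% but not a hit on visual review; inactive = activation not above 40% and no visual hit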;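 also: percent activation is computed from the nuclear over cytoplasmic p65 intensity ratio; values of inactives mirror those of a sister screen read the other way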
MRP reversal: MRP-mediated drug resistance reversal | H69AR cells + 2 uM doxorubicin, CellTiter-Glo, 72 h | differential viability (reversal), % at 10 µM | 0.04% of 85,000 active;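 active = viability drop by adding the cancer drug above about 55%, with treated viability meeting a 40% cutoff, limit read from the data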;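 also: viability without doxorubicin minus viability with 2 µM doxorubicin for each compound; larger differential means the compound sensitizes cells more to doxorubicin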
Bcl-B displacement: displacers of TR3 peptide from Bcl-B, primary screen, selectivity assay for Bfl-1 inhibitor project, biochemical, fluorescence polarization | AID 748 | FP displacement of FITC-TR3 peptide from Bcl-B; higher % means a stronger effect | displacement, % at 20 µM, or IC50 in µM where a hit was titrated | 0.11% of 96,000 active;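 active = displacement above 50% at 20 µM plus a fluorescence interference ratio under 1.5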;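 also: plate controls were wells without compound for no effect and wells lacking Bcl-B protein for full effect; a part of the inactive calls stands beside numbers as strong as those of hits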
IL1B NFkB inh: blocks IL-1B driven NFkB nuclear translocation in HUVEC cells; HUVEC IL-1B NFkB p65 nuclear translocation imaging; AID 796; 0.43% of 94,000 active; inhibition, % at 2 µM;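 active = inhibition above about 30% together with a positive call from visual inspection of the well image, limit read from the data; inconclusive = inhibition above a set limit but visual check negative; inactive = inhibition not above a set limit, visual check negative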;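 also: nuclear over cytoplasmic p65 intensity ratio measured by imaging; 0% = IL-1B stimulated DMSO wells and 100% = unstimulated DMSO wells; values of inactives mirror those of a sister screen read the other way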
PLAP inhibitors HTS: inhibition of human placental alkaline phosphatase – biochemical, luminescence, HTS (AID 690); purified PLAP, luminescent substrate; higher % means a stronger effect; inhibition, % at 20 µM; hits with a dose series show IC50 in µM; 0.08% of 96,000 active; in the data active = a potency from the dose series; inactive = the rest, 99 in 100 with inhibition below about 30%; also: strong numbers were not always called active
MRP reversal cytotoxicity: recorded beside MRP reversal, whose call it bears; viability, %; H69AR cells, CellTiter-Glo, 72 h; measured here: cytotoxicity without doxorubicin
MRP reversal with doxorubicin: second read-out of MRP reversal, no call of its own (marks repeat the call); viability, %; measured here: viability with 2 uM doxorubicin; active compounds read low
IL1B NFkB inh cell count 2 µM: further read-out of IL1B NFkB inh, marked with its call; cell count; measured here: cells passing quality filter;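 raw number of nuclei counted in each imaged well without normalization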
NFkB transloc pot cell count 2 µM: further read-out of NFkB transloc pot, marked with its call; cell count; measured here: cells passing quality filter
The depositor's hits bear a star; ? = inconclusive; . = not tested or not shown.

SMILES | NFkB transloc pot | NFkB transloc pot cell count 2 µM | MRP reversal | MRP reversal cytotoxicity | MRP reversal with doxorubicin | Bcl-B displacement | IL1B NFkB inh | IL1B NFkB inh cell count 2 µM | PLAP inhibitors HTS
O=C1CC(C(F)(F)C(F)(F)C(F)(F)C(F)F)=Nc2ccccc2N1 | 8 | 74 | -13 | 90 | 103 | 13% | -8 | 74 | 6%
CCc1ccc(S(=O)(=O)NCc2cn3ccsc3n2)s1 | . | . | . | . | . | 2% | . | . | 13%
Cc1cc(=O)oc(C)c1C(=O)Nc1cccc2ccccc12 | -7 | 179 | 8 | 107 | 99 | -1% | 7 | 179 | 12%
Cc1ccc2cc(C(c3nnnn3C3CCCC3)N(Cc3ccco3)Cc3cccs3)c(=O)[nH]c2c1 (centres undefined) | -1 | 142 | 15 | 100 | 85 | 4% | 1 | 142 | -56%
CC(/C=N/NC(=O)c1cc(C(C)(C)C)[nH]n1)=C\c1ccccc1 | 0 | 106 | . | . | . | 1% | 0 | 106 | -4%
Cc1sc2nc(C3CCCCC3)nc(SCC(=O)N3CC(=O)Nc4ccccc43)c2c1C | 1 | 146 | . | . | . | -14% | -1 | 146 | 18%
COc1ccc(NC(=O)c2cc(-c3cccnc3)nc3c(C)c(C)ccc23)c(OC)c1 | 8 | 134 | . | . | . | -5% | -8 | 134 | -22%
COc1ccc(OC)c(N(CC(=O)Nc2cccnc2)S(=O)(=O)c2ccc(C)cc2)c1 | -59 | 60 | -45 | 18 | 63 | -1% | 60* | 60* | 14%
CC1Cc2ccccc2N1C(=O)CN1C(=O)COc2ccccc21 (centres undefined) | 3 | 176 | 2 | 85 | 83 | 3% | -3 | 176 | -2%
Cc1ccc(SCc2[nH]nc3c2C2(C(=O)Nc4ccc([N+](=O)[O-])cc42)C(C#N)=C(N)O3)cc1 (centres undefined) | -1 | 97 | . | . | . | -4% | 1 | 97 | -73%

An excerpt from above, reduced to Bcl-B displacement.
mol | Bcl-B displacement
CC(/C=N/NC(=O)c1cc(C(C)(C)C)[nH]n1)=C\c1ccccc1 | 1%
Cc1sc2nc(C3CCCCC3)nc(SCC(=O)N3CC(=O)Nc4ccccc43)c2c1C | -14%

Carrying on:
SMILES | NFkB transloc pot | NFkB transloc pot cell count 2 µM | MRP reversal | MRP reversal cytotoxicity | MRP reversal with doxorubicin | Bcl-B displacement | IL1B NFkB inh | IL1B NFkB inh cell count 2 µM | PLAP inhibitors HTS
Cc1cc(C(=O)Nc2ccc(S(=O)(=O)N3CCCC3)cc2)cs1 | 14 | 106 | 19 | 91 | 72 | -9% | -14 | 106 | -57%
Cc1ccccc1N(CC(=O)NC1CCCC1)C(=O)C1(C)CC(=O)N=C2C=CC=CN21 (centres undefined) | 24 | 148 | 1 | 96 | 95 | . | -24 | 148 | .
CC(C)(C)NC(=O)COC(=O)c1cncc(Br)c1 | 2 | 131 | -1 | 91 | 93 | 8% | -2 | 131 | -16%
CCN(C(=O)c1ccc(NC(C)=O)cc1)c1ccccc1 | -1 | 196 | 15 | 114 | 99 | -7% | 1 | 196 | -8%
CSc1nnnn1-c1ccc(C(=O)O)cc1 | 11 | 171 | -11 | 84 | 95 | 10% | -11 | 171 | 13%
COCCN1Cc2cccc(C(=O)Nc3cccc(OC)c3)c2C1=O | -3 | 144 | -5 | 81 | 86 | 4% | 3 | 144 | -4%
CCN=C1S/C(=C\c2cn(C(C)=O)nc2-c2ccccc2)C(=O)N1CC | -1 | 191 | 3 | 67 | 64 | . | 1 | 191 | .
CC(C)NC(=O)c1ccc(-c2ccccc2C(F)(F)F)o1 | 14 | 162 | -7 | 95 | 102 | -3% | -14 | 162 | 8%
C=CCN(C(=O)CCC(=O)Nc1cc(C)on1)C(C(=O)NC(C)(C)C)c1cccc(OC)c1OC (centres undefined) | . | . | 3 | 96 | 93 | -16% | . | . | -53%
CC[N+](CC)(CCO)CCCN1C(=O)C2CC=C(Cl)CC2C1=O (centres undefined) | 6 | 194 | . | . | . | -4% | -6 | 194 | -9%

Pulled one by one from above, 6 records:
SMILES | NFkB transloc pot | NFkB transloc pot cell count 2 µM | MRP reversal | MRP reversal cytotoxicity | MRP reversal with doxorubicin | Bcl-B displacement | IL1B NFkB inh | IL1B NFkB inh cell count 2 µM | PLAP inhibitors HTS
COCCN1Cc2cccc(C(=O)Nc3cccc(OC)c3)c2C1=O | -3 | 144 | -5 | 81 | 86 | 4% | 3 | 144 | -4%
Cc1ccccc1N(CC(=O)NC1CCCC1)C(=O)C1(C)CC(=O)N=C2C=CC=CN21 (centres undefined) | 24 | 148 | 1 | 96 | 95 | . | -24 | 148 | .
CC[N+](CC)(CCO)CCCN1C(=O)C2CC=C(Cl)CC2C1=O (centres undefined) | 6 | 194 | . | . | . | -4% | -6 | 194 | -9%
CC(C)NC(=O)c1ccc(-c2ccccc2C(F)(F)F)o1 | 14 | 162 | -7 | 95 | 102 | -3% | -14 | 162 | 8%
CCN(C(=O)c1ccc(NC(C)=O)cc1)c1ccccc1 | -1 | 196 | 15 | 114 | 99 | -7% | 1 | 196 | -8%
CSc1nnnn1-c1ccc(C(=O)O)cc1 | 11 | 171 | -11 | 84 | 95 | 10% | -11 | 171 | 13%

New compounds follow
SMILES | NFkB transloc pot | NFkB transloc pot cell count 2 µM | MRP reversal | MRP reversal cytotoxicity | MRP reversal with doxorubicin | Bcl-B displacement | IL1B NFkB inh | IL1B NFkB inh cell count 2 µM | PLAP inhibitors HTS
Cc1cccc(NC(=O)c2cc(-c3ccco3)nc3ccccc23)n1 | -2 | 157 | -3 | 73 | 76 | 41% | 2 | 157 | 44%
O=C(O)C1CCCCC1C(=O)Nc1ccccc1Nc1ccccc1 (centres undefined) | -3 | 99 | 2 | 78 | 76 | 4% | 3 | 99 | -28%
O=C(O)C1Sc2[nH]c(=O)sc2C2c3cc(Cl)ccc3OC(=O)C12 (centres undefined) | 5 | 147 | -17 | 81 | 98 | 14% | -6 | 147 | -10%
COc1ccc(N(CC(=O)Nc2cccc(OC)c2)S(=O)(=O)c2c(C)nn(C)c2C)cc1 | -8 | 125 | -12 | 97 | 109 | -5% | 8 | 125 | -26%
COC(=O)CCC(NC(=O)OCc1ccccc1)C(=O)NC(CC(C)C)C(=O)OC (centres undefined) | -3 | 106 | 14 | 99 | 85 | -10% | 3 | 106 | -10%
CCCCCC1CCC(c2ccc(C(N)=O)cc2)CC1 (centres undefined) | ? | . | . | . | . | -18% | -64 | 126 | -4%
O=C(Nc1cccc(Cl)c1)N(CCN1CCOCC1)Cc1cccc(Cl)c1 | 3 | 136 | -24 | 47 | 71 | -3% | -3 | 136 | -88%
COCC(=O)Nc1ccc(C(C)C)cc1 | -8 | 108 | 10 | 102 | 92 | 0% | 8 | 108 | 24%
COCCOC(=O)C1=C(C)NC2=C(C(=O)CC(C)(C)C2)C1c1ccc(N(C)C)cc1 (centres undefined) | 12 | 143 | 7 | 95 | 88 | -3% | -12 | 143 | -44%
CC(C)CC(=O)N1CCN(S(=O)(=O)c2ccc3ccccc3c2)CC1 | -3 | 179 | -10 | 69 | 79 | 0% | 3 | 179 | -58%
COc1ccc(N2CCN(C(=O)c3ccc(OCc4c(C)noc4C)c(OC)c3)CC2)cc1 | 16 | 175 | 19 | 92 | 73 | -15% | -16 | 175 | 1%
Nc1nonc1-c1nc2ccccc2n1CC(=O)N1CCCCC1 | . | . | -13 | 62 | 75 | -4% | . | . | 13%
Cc1ccc(C(=O)NN(C)c2nc3ccccc3nc2C(F)(F)F)cc1 | -10 | 138 | . | . | . | 1% | 10 | 138 | 11%
CC(=O)Nc1cccc(NC(=O)C2CCCN2C(=O)Nc2ccc(Cl)cc2)c1 (centres undefined) | 4 | 211 | 7 | 90 | 82 | -2% | -4 | 211 | -12%
CCOC(=O)c1cc2c(=O)n3ccccc3nc2n(C(C)C)c1=NC(=O)c1ccncc1 | 3 | 139 | -1 | 91 | 92 | 15% | -3 | 139 | -19%
COc1ccccc1Oc1c(C)oc2cc(OC(=O)c3ccco3)ccc2c1=O | -11 | 188 | 16 | 93 | 77 | 5% | 11 | 188 | -9%
CCCCC(c1nnnn1CC1CCCO1)N1CCN(c2nc3ccccc3s2)CC1 (centres undefined) | 1 | 117 | 8 | 94 | 86 | 3% | -2 | 117 | -61%
O=C(O)C1CCCCC1C(=O)N1CC=C(c2ccccc2)CC1 (centres undefined) | 13 | 111 | . | . | . | . | -13 | 111 | .
CN1CCN(CCCn2cnc3c(=O)oc4ccccc4c32)CC1 | -9 | 153 | 6 | 91 | 85 | -2% | 9 | 153 | -6%
COC(=O)CN1C(=O)C(O)(CC(=O)c2ccc(Br)cc2)c2ccccc21 (centres undefined) | -12 | 177 | -22 | 48 | 71 | 1% | 12 | 177 | 12%

The list goes on; the last 4 above are carried over.
SMILES | NFkB transloc pot | NFkB transloc pot cell count 2 µM | MRP reversal | MRP reversal cytotoxicity | MRP reversal with doxorubicin | Bcl-B displacement | IL1B NFkB inh | IL1B NFkB inh cell count 2 µM | PLAP inhibitors HTS
CCCCC(c1nnnn1CC1CCCO1)N1CCN(c2nc3ccccc3s2)CC1 (centres undefined) | 1 | 117 | 8 | 94 | 86 | 3% | -2 | 117 | -61%
O=C(O)C1CCCCC1C(=O)N1CC=C(c2ccccc2)CC1 (centres undefined) | 13 | 111 | . | . | . | . | -13 | 111 | .
CN1CCN(CCCn2cnc3c(=O)oc4ccccc4c32)CC1 | -9 | 153 | 6 | 91 | 85 | -2% | 9 | 153 | -6%
COC(=O)CN1C(=O)C(O)(CC(=O)c2ccc(Br)cc2)c2ccccc21 (centres undefined) | -12 | 177 | -22 | 48 | 71 | 1% | 12 | 177 | 12%
O=C(O)C1C2C=CC3(CN(Cc4ccco4)C(=O)C13)O2 (centres undefined) | . | . | 6 | 92 | 85 | 3% | . | . | -4%
Cn1cnc(S(=O)(=O)NCc2cccs2)c1 | 7 | 165 | -16 | 91 | 107 | . | -7 | 165 | .
CCC(=O)Nc1nnc(C(C)(C)C)s1 | 10 | 155 | -17 | 89 | 106 | -19% | -10 | 155 | 8%
CC1/C(=N/O)CC(c2ccccc2)NC1c1ccccc1 (centres undefined) | . | . | 0 | 93 | 92 | 5% | . | . | 20%
CC1(C)Cc2ccccc2/C(=C/C(=O)N2CCCCCC2)N1 | -5 | 171 | -3 | 98 | 101 | -9% | 5 | 171 | -37%
O=C(CSc1nc(-c2ccccc2)nc2ccccc12)Nc1nccs1 | 3 | 115 | . | . | . | -14% | -3 | 115 | 12%
COc1ccc(-c2c(C#N)c(SCC(N)=O)nc3c2CCCC3)cc1 | 23 | 126 | 3 | 83 | 80 | . | -23 | 126 | .
O=C1C/C(=C/NCc2ccccc2)C(=O)N1 | -1 | 141 | -14 | 90 | 105 | -7% | 1 | 141 | 7%
Cc1cccc2sc(NC(=O)CN(C)S(=O)(=O)c3ccc(Br)s3)nc12 | 9 | 189 | 29 | 106 | 77 | 4% | -9 | 189 | 0%
C=CCn1c(SCc2nc3ccccc3[nH]2)nnc1-c1ccccn1 | 2 | 160 | . | . | . | -3% | -2 | 160 | -95%
CCOc1ccc(-c2nnc(NC(=O)CCCOc3cccc(C)c3)o2)cc1 | 2 | 208 | -12 | 70 | 82 | -10% | -2 | 208 | -34%

A portion of the library; rates above refer to the full screens.
